Assay outcomes deposited in PubChem by National Center for Advancing Translational Sciences (NCATS).
IMPase cell inh: cell-permeable inhibitors of inositol monophosphatase (IMPase); AID 901; CHO-M1 cells, IP1 accumulation, HTRF TR-FRET ratio; 120,000 tested, under 10 active; P97697; inhibition (IP1 accumulation), % at 46.1 µM; active = well fitted curve in the direction sought with a large enough effect in the signal ratio, not every such curve was filed as active; inconclusive = small, poorly fitted or top-dose-only effect, or a change in a side signal; inactive = no such curve, though single readings can be large or run the other way; the % refers to the signal ratio;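 note: cells stimulated with carbachol in lithium chloride buffer; plate controls were DMSO basal wells for no effect and reference inhibitor wells for full effect; higher means more IMPase inhibition seen as more IP1 and lower FRET ratio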
Target sequence (P97697 whole entry, looked up): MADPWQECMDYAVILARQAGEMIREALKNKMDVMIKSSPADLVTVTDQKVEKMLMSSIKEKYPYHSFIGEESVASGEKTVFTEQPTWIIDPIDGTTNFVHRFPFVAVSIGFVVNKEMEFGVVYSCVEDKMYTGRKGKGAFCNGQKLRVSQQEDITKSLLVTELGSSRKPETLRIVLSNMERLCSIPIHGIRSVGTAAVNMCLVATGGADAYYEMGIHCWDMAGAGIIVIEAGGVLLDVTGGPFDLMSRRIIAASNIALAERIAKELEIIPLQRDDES
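In this qHTS, compounds (final up to 46 uM) act on CHO-M1 cells that are then activated through the M1 receptor with carbachol, in pH 7.4 buffer containing 50 mM LiCl, for 30 min. IP1 accumulation is quantified by the IP-One immunoassay.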
PNC assembly inh: blocks assembly of the perinucleolar compartment. PC3M PTB-GFP, PNC prevalence imaging, 16 h; stronger effect = lower value. activity change (PNC), negative = inhibition, % at 10 µM. hit rate 3.1% among 140,000;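 active = readout at or below -70, meaning at least 70% loss of cells showing the perinucleolar compartment, a nuclear body marking cancer cells; inconclusive = readout between -30 and a set limit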;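 note: plate controls were DMSO wells for no effect and camptothecin positive control wells for full effect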
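Compounds are pinned in duplicate onto adhered PC3M cells stably expressing GFP-tagged PTB and incubated 16 h at 37 C. Cells are then fixed, nuclei stained with Hoechst, and PNC-positive cells counted.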
ALOX12 inhib: blocks human 12-lipoxygenase activity; P18054; hit rate 0.12% among 150,000; Potency, µM (doses to about 57.1 µM), for the others: top-dose activity change, negative = inhibition, actives largely listed as inhibitors; purified 12-hLO, xylenol orange hydroperoxide absorbance; note: potency is the fitted concentration of half-maximal effect; nearly all actives have a fitted effect of over 55% in size; many of its hits are not listed in these tables
Target sequence (P18054 whole entry, looked up): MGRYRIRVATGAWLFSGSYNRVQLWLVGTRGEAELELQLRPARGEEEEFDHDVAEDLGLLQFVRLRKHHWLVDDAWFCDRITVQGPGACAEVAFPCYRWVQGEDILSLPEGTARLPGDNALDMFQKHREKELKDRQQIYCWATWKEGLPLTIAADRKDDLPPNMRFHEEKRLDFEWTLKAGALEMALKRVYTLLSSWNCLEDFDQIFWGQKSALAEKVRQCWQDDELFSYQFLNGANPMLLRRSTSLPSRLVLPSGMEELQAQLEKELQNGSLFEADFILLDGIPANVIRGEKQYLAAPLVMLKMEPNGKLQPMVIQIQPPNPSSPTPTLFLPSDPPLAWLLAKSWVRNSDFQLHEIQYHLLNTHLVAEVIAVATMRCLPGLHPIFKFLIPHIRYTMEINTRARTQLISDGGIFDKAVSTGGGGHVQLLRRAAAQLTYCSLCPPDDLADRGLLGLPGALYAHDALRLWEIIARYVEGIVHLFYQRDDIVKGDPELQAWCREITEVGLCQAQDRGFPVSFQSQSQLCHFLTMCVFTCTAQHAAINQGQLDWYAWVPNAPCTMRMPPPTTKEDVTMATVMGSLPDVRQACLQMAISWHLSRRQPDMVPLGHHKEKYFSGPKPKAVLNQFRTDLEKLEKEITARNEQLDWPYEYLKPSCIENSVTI
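Lipoxygenase turnover measured by absorbance at 573 and 405 nm after Fe-XO development. Human 12hLO 150 nM, arachidonate 40 uM, pH 7.0 Hepes buffer with detergent; 15 min compound preincubation, 30 min reaction.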
ALOX15B inhib: blocks human 15-lipoxygenase 2 activity; O15296; purified 15hLO-2, xylenol orange hydroperoxide absorbance; Potency, µM (doses to about 57.1 µM), for inactives: at the top dose activity change, negative = inhibition, actives largely listed as inhibitors; hit rate 0.56% among 110,000; AID 881; note: potency is the fitted concentration of half-maximal effect; nearly all actives have a fitted effect of over 60% in size; many of its hits are not listed in these tables
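Screening format was qHTS against 50 nM purified 15hLO-2 in Hepes pH 7.5 with detergent. Activity follows hydroperoxide formation from 45 uM arachidonic acid, measured as 573:405 nm absorbance ratio of the ferric-xylenol orange complex.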
* = called active by the depositor; ? = inconclusive; / = not tested or not shown; & = joins results of further samples; [ ] = another dose, or the depositor's remark. Unless noted, calls come from the whole dose curve; as a rule, active = well fitted curve in the direction sought with a large enough effect; inconclusive = small, poorly fitted or top-dose-only effect, or another doubt; inactive = no such curve, though single readings can be large; an effect the other way counts as inactive or inconclusive. Unless noted, % is set by controls: 0 for no effect and ±100 for the full control effect.

SMILES	IMPase cell inh	PNC assembly inh	ALOX12 inhib	ALOX15B inhib
CCCCC/C=C\C/C=C\C/C=C\C/C=C\CCCC(=O)NCCc1ccc(O)c(O)c1	/	/	?	?
C[N+]1(C)[C@@H]2CC[C@H]1CC(OC(=O)[C@@H](CO)c1ccccc1)C2 (some centres not stated)	?	/	-1.8%[25.6 µM]	-0.7%[25.6 µM]
O=[N+]([O-])c1cc2c(cc1CNCCc1ccc3c(c1)OCO3)OCO2	/	-5.2	-12.8%	/
CCN(CC)CCNCc1nc2ccccc2c(=O)n1-c1ccc(F)cc1	/	?	0.5%	/
CCOC(=O)C1=C(C)c2ccccc2OC1(C(=O)OCC)c1ccccc1 (configuration not stated)	/	/	-2.4%[0.00818 µM]	10.3%[0.0915 µM]
c1ccc(C2=NP(N3CCOCC3)(N3CCOCC3)=NC(N3CCOCC3)=N2)cc1	2.3	3.4	0.2%	1.9%
CCN(CC)CCN=C(C)c1c(O)n(-c2ccccc2OC)c(=O)[nH]c1=O	-12.2	?	-4.8%	3.3%
CC(=NCCN1CCCCC1)c1c(O)n(-c2ccc(Cl)cc2)c(=O)[nH]c1=O	-2.0	?	-6.4%	3.5%
CCCN(CCC)CCc1c[nH]c2ccc(C(N)=O)cc12	-1.4	/	-3.5%	5.0%
Cc1cccn2c(=O)c3c(nc12)N1CCC(Cc2ccccc2)CC1C1(C3)C(=O)N(C)C(=O)N(C)C1=O (configuration not stated)	17.6	34.8	-12.5%	8.0%
CC1N(P(=O)(c2ccccc2)c2ccccc2)CC(O)(c2ccccc2)CC12CC2 (configuration not stated)	/	/	-1.7%	6.5%
CC(C)CN1CC[C@@]2(CCCN(C(=O)Oc3ccccc3)C2)C1	/	/	-5.2%	3.1%
O.O.[NH-]C1(C(=O)O)CCCC1.[NH-]C1(C(=O)O)CCCC1.[Ni+2]	/	/	-0.9%[11.4 µM]	-4.2%[11.4 µM]
CN=C=O	/	/	0.2%	1.9%
COc1ccc(N=C(C)c2c(O)n(C)c(=O)n(C)c2=O)c(OC)c1	9.0	8.4	5.9%	2.0%
Cc1ccccc1-c1nc(CS(=O)CC(=O)N2CCC3(CC2)OCCO3)c(C)o1 (configuration not stated)	2.8	13.4	-9.9%	2.0%
COC1=CCC2([N+](=O)[O-])CN(C)CC1([N+](=O)[O-])C2 (configuration not stated)	4.4	9.7	7.7%	/
O=S(=O)(NCCO)c1cc[c]([Sb](=[O])([OH])[OH])cc1	/	/	3.6%[11.4 µM]	4.6%[11.4 µM]
CC(C)C[C@H](NP(=O)(O)O[C@@H]1O[C@@H](C)[C@@H](O)[C@@H](O)[C@H]1O)C(=O)N[C@@H](Cc1c[nH]c2ccccc12)C(=O)O	-0.4	/	2.0%	4.6%
ON1C2CCCCC2N(O)C1c1ccccc1F (configuration not stated)	1.1	3.9	-8.6%	-8.5%
CN1CCN(c2nc(N(C)C)oc(=O)c2C#N)CC1	0.5	44.2	-3.0%	3.2%
Cc1cc(C(=O)N2CCC3(CC2)OCCO3)cs1	4.1	42.0	-1.6%	2.4%
COC(=O)[C@@]1(Cc2ccc(F)cc2)[C@H]2c3cc(C(=O)N(C)C)[nH]c3C[C@H]2CN1C(=O)c1ccccc1	/	23.5	4.1%&-8.1%	17.2%
O=c1[nH]c(=S)n(C2CC2)c(O)c1/C=N/N1CCOCC1	/	?	-0.5%	/
COC(=O)[C@@]1(OC)C[C@@H]2O[C@@]1(C)n1c3ccccc3c3c4c(c5c6ccccc6n2c5c31)C(=O)N(C)C4	/	/	-0.2%[0.00818 µM]	11.5%[0.0915 µM]
O=C(c1cccc(N2CCCC2=O)c1)N1CCC2(CC1)OCCO2	5.1	-13.3	1.8%	5.7%
O=C1CN=C(c2ccccc2)c2cc([N+](=O)[O-])ccc2N1	/	/	1.4%[0.00818 µM]	11.2%[0.0915 µM]
COc1ccc(N2C(=O)CC(N3CCC(n4c(=O)[nH]c5ccccc54)CC3)C2=O)cc1 (configuration not stated)	-0.2	-11.1	-7.2%	-10.7%
O=Cc1c(C(=O)O)n(Cc2ccc(Cl)cc2)c2ccccc12	-6.8	-15.4	-3.0%	/
Cc1ccc(-n2c(O)c(/C=C/C=Nc3ccccc3)c(=O)[nH]c2=O)cc1	/	7.0	-0.7%	/
C=CCOC(=O)COc1cc(C)cc2oc(=O)c3c(c12)CCC3	12.2	-18.5	-3.7%	2.8%
O=C(Oc1ccccc1)N1CCC2(CCCN(Cc3nccs3)C2)CC1	/	/	1.2%	1.5%
COc1cccc(N2CCN(Cc3cccc(Cl)c3)CC2)c1	7.2	15.3	1.6%	19.4%
CC(=O)OC1(Cc2ccccc2)CN2CCC1c1ccccc12 (configuration not stated)	6.8	26.3	0.1%	4.5%
N=C1C(c2ccccc2)=C(O)CN1Cc1ccco1	1.8	4.5	-0.5%	-1.4%
Fc1ccc2c(c1)nnn2C1CCN(Cc2ccccc2)CC1	3.2	-12.9	-0.4%	11.5%
CCCc1nc2ccc(Br)cc2c(=O)n1-c1ccc([N+](=O)[O-])c(C(F)(F)F)c1	5.3	-96.4*	1.1%	/
BrCCBr	/	/	-0.3%	-8.6%
Clc1ccc(CSC(Cn2ccnc2)c2ccc(Cl)cc2Cl)cc1 (configuration not stated)	/	?	-6.1%&-8.0%	41.3%[activator]
Cc1ccc(N2C(=O)NC(=O)/C(=C/c3cnn(-c4ccc(C)cc4)c3)C2=O)cc1	/	?	1.4%	/
O=C(c1ccc(CNS(=O)(=O)c2ccccc2)cc1)N1CCC2(CC1)OCCO2	-0.2	5.2	-3.3%	3.8%
C[C@H](Br)C(=O)N[C@H](CO)C(=O)O	/	/	0.9%[11.4 µM]	1.9%[11.4 µM]
Cc1[nH]c2c(Cl)cccc2c1CCN	2.9	22.9	3.8%	25.1%
CCCCCCCSc1cc(OC)c(CCN(C)C)cc1OC	10.3	-27.6	12.4%	47.4%[activator]
COc1ccc(C[C@@H]2C(=O)N[C@H](C)C(=O)N(C)[C@@H]3C(=O)N(C)[C@@H](Cc4ccc(O)c(c4)Oc4ccc(cc4)[C@H]3O)C(=O)N[C@@H](C)C(=O)N[C@H](C)C(=O)N2C)cc1	/	/	1.3%[11.4 µM]	2.6%[11.4 µM]
CC(c1ccccc1)n1cncc1C(=O)O (configuration not stated)	9.8	-7.3	5.4%	/
C[C@@]12CCC(Cl)C[C@H]1CCC1C2CC[C@]2(C)C(=O)CCC12 (some centres not stated)	/	/	1.7%	11.4%
OCC12COC3c4ccccc4C(OC1)N32 (configuration not stated)	-2.7	-25.8	-2.2%	-1.1%

Looked up above:
CC(c1ccccc1)n1cncc1C(=O)O (configuration not stated) in PNC assembly inh is listed with -7.3
Clc1ccc(CSC(Cn2ccnc2)c2ccc(Cl)cc2Cl)cc1 (configuration not stated) in ALOX15B inhib is listed with 41.3%[activator]
CCCc1nc2ccc(Br)cc2c(=O)n1-c1ccc([N+](=O)[O-])c(C(F)(F)F)c1 in IMPase cell inh is listed with 5.3
C[C@H](Br)C(=O)N[C@H](CO)C(=O)O in ALOX12 inhib is listed with 0.9%[11.4 µM]

Back to the main list, starting seven compounds before the break.
SMILES	IMPase cell inh	PNC assembly inh	ALOX12 inhib	ALOX15B inhib
C[C@H](Br)C(=O)N[C@H](CO)C(=O)O	/	/	0.9%[11.4 µM]	1.9%[11.4 µM]
Cc1[nH]c2c(Cl)cccc2c1CCN	2.9	22.9	3.8%	25.1%
CCCCCCCSc1cc(OC)c(CCN(C)C)cc1OC	10.3	-27.6	12.4%	47.4%[activator]
COc1ccc(C[C@@H]2C(=O)N[C@H](C)C(=O)N(C)[C@@H]3C(=O)N(C)[C@@H](Cc4ccc(O)c(c4)Oc4ccc(cc4)[C@H]3O)C(=O)N[C@@H](C)C(=O)N[C@H](C)C(=O)N2C)cc1	/	/	1.3%[11.4 µM]	2.6%[11.4 µM]
CC(c1ccccc1)n1cncc1C(=O)O (configuration not stated)	9.8	-7.3	5.4%	/
C[C@@]12CCC(Cl)C[C@H]1CCC1C2CC[C@]2(C)C(=O)CCC12 (some centres not stated)	/	/	1.7%	11.4%
OCC12COC3c4ccccc4C(OC1)N32 (configuration not stated)	-2.7	-25.8	-2.2%	-1.1%
NC(=O)CSP(=O)(c1ccccc1)c1ccccc1	3.6	-24.6	4.0%	11.0%
C=Cn1ccnc1P(=S)(c1c(C)nn(-c2ccccc2)c1C)c1nccn1C=C	-9.1	-11.7	-2.2%	-0.4%
CCN(CC)C1=NC(=[N+](CC)CC)c2ccccc21	9.7	-27.1	-6.8%	-3.7%
CC(CCc1ccccc1)NC(C)C(O)c1ccc(O)cc1 (configuration not stated)	/	18.6	-6.3%&-0.2%	2.5%
CCN(CC)CCCN=Cc1c(O)n(CCc2ccc(OC)c(OC)c2)c(=O)[nH]c1=O	-11.9	5.3	3.9%	7.4%
CCOC(=O)C1(c2ccccc2)Oc2ccccc2C(c2ccc(OC)cc2)=C1C(=O)OC (configuration not stated)	/	/	0.1%[0.00818 µM]	7.6%[0.0915 µM]
CCOP(=O)(OCC)C(NC(=O)c1cccc2ccccc12)C(Cl)(Cl)Cl (configuration not stated)	5.5	51.2	0.3%	/
ClC(Cl)=C(Cl)C(Cl)=C(Cl)Cl	/	/	-3.0%	-9.0%
N#CC(O)c1ccccc1 (configuration not stated)	/	/	0.2%	-1.5%
CCc1ccc(NC(=O)C(C)OC(=O)c2c(C)nn(Cc3ccccc3)c2Cl)cc1 (configuration not stated)	11.2	-13.1	-2.1%	/
CC12CCC(=O)C=C1CCC1C2CCC2(C)C(O)CCC12 (configuration not stated)	-5.9	-25.6	-2.6%	-0.6%
CC(=O)O.CC(=O)O.[Cd]	/	/	-3.8%	-19.8%
CN1CCN(CCOC2c3ccccc3CSc3ccc(Cl)cc32)CC1 (configuration not stated)	/	6.6	3.5%	/
[CH3][Hg][Cl]	/	/	-0.8%	-25.3%
CCCOC(=O)COc1cc(C)cc2oc(=O)c3c(c12)CCC3	4.1	-9.0	-2.5%	-10.3%
COc1ccccc1N1CCN(Cc2c(F)cccc2F)CC1	6.4	-19.5	7.2%	1.7%
CC(CCC(=O)O)C1CCC2C3CC[C@H]4CC(O)CC[C@@]4(C)C3CC[C@@]12C (some centres not stated)	/	/	-7.7%	-22.3%
CCOC(=O)C1=C(N)OC2=C(C(=O)CCC2)C12C(=O)Nc1ccccc12 (configuration not stated)	0.9	17.2	-0.1%	-6.1%
CCn1c(O)c(C(c2ccccn2)c2c(O)n(CC)c(=S)[nH]c2=O)c(=O)[nH]c1=S	-7.4	59.9	-9.5%	-1.2%
NNC(=O)c1ccc(Cl)cc1	-1.8	-6.6	2.1%	/
Clc1ccc(COC(Cn2ccnc2)c2ccc(Cl)cc2Cl)c(Cl)c1 (configuration not stated)	9.2[20.6 µM]	?	-12.6%	49.9%[activator]
CC(C)CC(=O)NC(Oc1ccc(Cl)cc1)C(Cl)(Cl)Cl (configuration not stated)	8.2	118.3	0.3%	15.8%
CCC(CO)NC(=O)C1C=C2c3cccc4[nH]cc(c34)CC2N(C)C1 (configuration not stated)	/	/	-3.0%	-0.1%

Full records, looked up by structure. Order of screens: IMPase cell inh, PNC assembly inh, ALOX12 inhib, ALOX15B inhib
Results for N=C1C(c2ccccc2)=C(O)CN1Cc1ccco1 : 1.8, 4.5, -0.5%, -1.4%
Results for Cc1ccc(N2C(=O)NC(=O)/C(=C/c3cnn(-c4ccc(C)cc4)c3)C2=O)cc1 : /, ?, 1.4%, /

A portion of the library; count on the stated rates, not on these rows.
